sEH activator: soluble epoxide hydrolase (human) activation; P34913; 91,000 tested, 0.04% active; purified human sEH enzymatic activity, activator screen; activation, % at 2 µM; in the data active means activation above about 37%; further: values of inactives mirror those of a sister screen read the other way
Target sequence (P34913 whole entry, looked up): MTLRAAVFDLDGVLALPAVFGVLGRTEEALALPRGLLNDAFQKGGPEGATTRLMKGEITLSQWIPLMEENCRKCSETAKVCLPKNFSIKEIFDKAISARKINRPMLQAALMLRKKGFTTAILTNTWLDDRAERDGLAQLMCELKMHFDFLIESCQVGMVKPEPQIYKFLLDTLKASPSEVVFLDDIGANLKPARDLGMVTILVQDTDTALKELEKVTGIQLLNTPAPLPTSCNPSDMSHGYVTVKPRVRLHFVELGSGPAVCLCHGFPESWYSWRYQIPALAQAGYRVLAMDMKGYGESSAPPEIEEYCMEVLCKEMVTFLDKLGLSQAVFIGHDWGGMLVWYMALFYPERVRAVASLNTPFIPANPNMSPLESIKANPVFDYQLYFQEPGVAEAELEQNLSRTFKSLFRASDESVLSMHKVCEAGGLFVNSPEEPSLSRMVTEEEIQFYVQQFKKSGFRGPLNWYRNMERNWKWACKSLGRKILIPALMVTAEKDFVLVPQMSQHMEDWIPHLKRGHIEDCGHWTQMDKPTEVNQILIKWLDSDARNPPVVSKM
cytoskel mod: cytoskeleton assembly modification; inhibition, % at 2 µM; HUVEC TNFa F-actin phalloidin imaging, high content; 91,000 tested, 0.18% active;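 active means inhibition above the batch mean plus 3 SD and confirmed as a hit by visual image inspection, cut at about 30% in these data, passing the limit was not always enough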; further: strong numbers were not always called active
ERb SRC1 inh: blocks coactivator binding to human estrogen receptor beta | Q92731 | TR-FRET ER-beta LBD / SRC1-Cy5 peptide binding; receptor agonist-loaded with 1 µM estradiol | inhibition, % at 25.6 µM | 86,000 tested, 1.3% active | AID 633;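 active means compounds whose percent inhibition of the receptor-coactivator binding signal exceeds about 50% in the single-dose screen, limit read from the data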;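 further: 0% = receptor plus peptide wells without compound and 100% = peptide-only wells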
Target sequence (Q92731 whole entry, looked up, the tested form may be a part): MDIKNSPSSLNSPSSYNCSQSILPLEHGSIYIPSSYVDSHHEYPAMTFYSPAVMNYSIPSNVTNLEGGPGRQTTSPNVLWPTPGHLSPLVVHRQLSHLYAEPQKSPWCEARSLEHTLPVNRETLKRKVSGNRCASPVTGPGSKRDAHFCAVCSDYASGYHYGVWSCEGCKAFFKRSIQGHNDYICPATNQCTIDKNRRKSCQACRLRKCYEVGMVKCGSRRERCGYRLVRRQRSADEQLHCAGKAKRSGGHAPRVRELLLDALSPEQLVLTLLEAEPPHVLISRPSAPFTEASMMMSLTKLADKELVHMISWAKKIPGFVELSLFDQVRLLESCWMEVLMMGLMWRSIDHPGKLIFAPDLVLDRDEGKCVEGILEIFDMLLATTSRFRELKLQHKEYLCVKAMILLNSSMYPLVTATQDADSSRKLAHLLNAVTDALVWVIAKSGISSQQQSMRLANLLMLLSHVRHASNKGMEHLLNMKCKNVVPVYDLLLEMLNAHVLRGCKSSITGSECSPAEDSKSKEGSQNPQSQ
VCAM1 TNFa inh: reduces TNF alpha induced VCAM1 expression in HUVEC; inhibition, % at 2 µM; HUVEC TNFa-induced VCAM-1 immunofluorescence, high-content imaging; 95,000 tested, 0.48% active;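 active means inhibition above the batch mean plus 3 SD, with images confirmed as a hit by eye, cut at about 37% in these data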;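 further: 0% = TNF-stimulated DMSO wells and 100% = unstimulated control wells; not every result past the cut was called active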
IL1B cytotox: toxic to HUVEC cells under IL-1B stimulation; HUVEC cell count loss, Hoechst imaging, IL-1B stimulated; cell count reduction, % at 2 µM; 94,000 tested, 0.41% active;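 active means cell count reduction more than 3 SD above the screen-wide mean, cut at about 70% in these data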;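 further: normalized per plate to untreated control cells as the no-loss baseline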
HUVEC tox TNFa: toxic to HUVEC cells under TNF alpha stimulation; HUVEC TNFalpha-stimulated, Hoechst cell count, imaging; cell count reduction, % at 2 µM; 93,000 tested, 0.17% active; AID 848;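 active means cell count reduction exceeding the screen mean by over 5 SD, scaled to untreated wells per plate, cut at about 78% in these data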;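 further: cells counted after 24 h of TNF alpha exposure following the 1 h pretreatment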
Smad3 FoxH1 inh: blocks human Smad3 binding to FoxH1 peptide | 88,000 tested, 0.29% active | TR-FRET Smad3/Dy647-FoxH1 peptide binding, europium anti-His | inhibition, % at 25 µM;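 active means compounds that reduce the energy-transfer binding signal between the protein and its labelled peptide by more than half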;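 further: 0% = Smad3 plus labelled peptide maximal FRET and 100% = peptide-only background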
Calb biofilm kill: kills Candida albicans biofilms | C. albicans biofilm + clotrimazole, Alamar Blue | inhibition, % at 6 µM | 85,000 tested, 0.14% active | AID 834;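 active means inhibition above 20%; inactive means inhibition below 20%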;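 further: preformed 24 hr biofilms exposed to compound for 48 hr; 0% = biofilm without compound and 100% = blank killed by clotrimazole plus chlorhexidine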
sEH inh: inhibitors of human soluble epoxide hydrolase | 91,000 tested, 0.34% active | P34913 | inhibition, % at 2 µM | recombinant human sEH enzymatic activity assay; in the data active means inhibition above about 80%; further: values of inactives mirror those of a sister screen read the other way; many of its hits are not listed in these tables
* = called active by the depositor; / = not tested or not shown; [ ] = another dose, or the depositor's remark. Only part of the results is shown (hit frequency here may not be typical).

SMILES	sEH activator	cytoskel mod	ERb SRC1 inh	VCAM1 TNFa inh	IL1B cytotox	HUVEC tox TNFa	Smad3 FoxH1 inh	Calb biofilm kill	sEH inh
Cc1cc(N=Cc2cc(Cl)ccc2O)no1	6	0	0	-14	-10	-9	1	4	-4
COc1ccccc1NC(=O)c1ccc2nc(N3C(=O)CCC3=O)sc2c1	14	19	/	-12	-24	-37	/	/	-14
CC1=NN(C(=O)c2cccc(Cn3nc(C)c([N+](=O)[O-])c3C)c2)C(O)(C(F)(F)F)C1 (stereo unspecified)	-1	3	/	-4	-35	-13	/	/	3
COc1ccc(N(C)S(=O)(=O)c2c(C)[nH]c(=O)[nH]c2=O)cc1	5	7	-2	-6	-35	-22	0	3	-8
CCNc1nc(Oc2ccc(Cl)cc2Cl)cc(C(F)(F)F)n1	-15	-24	/	-1	5	-23	/	/	14
COc1ccc(N(CC(=O)Nc2ccc3c(c2)OCCO3)S(=O)(=O)c2c(C)nn(C)c2C)cc1	5	5	6	-4	-5	-10	15	7	-3
CCC(CC)C1C(C#N)=C(N)Oc2cc(C)oc(=O)c21 (stereo unspecified)	5	-9	7	4	-42	-2	8	8	-3
CCOc1cc(-c2nc(-c3ccc(OC)cc3)no2)cc(OCC)c1OCC	-7	6	12	-23	-44	-33	11[fluorescence artefact?]	6	7
Cc1cccc(N2CC(=O)N(c3cccc(C)c3)CC2=O)c1	/	-11	1[fluorescence artefact?]	12	/	-12	13	5	/
NC(=O)CN1CCOCCOCCN(CC(N)=O)CCOCC1	7	3	-29	0	-45	-22	-1	5	-5
O=C(c1ccccc1)c1cccc(NC(=O)c2ccc(Br)o2)c1	-18	-4	1	6	-6	-3	3	14	18
Cc1ccc(NC(=O)/C(C#N)=C/c2ccc(Sc3nc(C)cc(C)n3)o2)cc1	3	-16	/	4	-22	5	/	/	-1
O=C(NCCOc1nc(N2CCOCC2)nc(N2CCOCC2)n1)Nc1ccccc1	1	-5	0	14	-25	0	-2	4	2
N#CC1=C(N)C(C#N)(C#N)C(c2cccnc2)C2CC(c3ccccc3)CC=C12 (stereo unspecified)	4	-31	-2	4	-2	20	5	15	-4
Cc1ccc(Oc2cc(N3CCOCC3)nc(-c3ccccc3)n2)cc1	9	-8	/	7	7	-11	/	/	-8
COc1ccc(S(=O)(=O)Oc2ccc3c(c2)O/C(=C\c2cccnc2)C3=O)cc1	6	/	7[fluorescence artefact?]	29	-2	13	3	1	-7
O=C(CSc1nnc(-c2cccnc2)o1)OC1CCCCC1	26	0	-14	-6	-17	-4	-8	-4	-28
COc1cc(OC)cc(-c2nnc(SCC(=O)Nc3cc(C)on3)o2)c1	-2	16	-11[fluorescence artefact?]	12	6	-2	-14	5	1
CCCCOC(=O)C1CCC[C@@H](C)N1 (stereo partly specified)	-8	3	-15	3	-13	-6	-7	7	12
COCCCn1c(SCC(=O)Nc2ccc3c(c2)OCCO3)nnc1-c1ccoc1C	/	-24	-1	8	24	-3	-14	-5	/
Cc1cc(C)n(C(=O)Cn2nc(C(F)F)cc2C)n1	20	-16	-7	10	-20	-26	-8	8	-16
O=C(O)c1cccc(-n2cnnn2)c1	3	3	-6	11	22	-18	7	8	1
CCSc1nnc(C)n1-c1ccc(C(=O)O)cc1	9	2	-2	-17	-1	-21	2	7	-8
COCc1ccccc1Cn1cnc2c1c(=O)n(C)c(=O)n2C	-3	6	-9	13	-1	-42	5	5	1
O=C1c2ccccc2C(=O)N1CCc1csc(-c2cccc(F)c2)n1	-1	-18	/	-5	1	4	/	/	-1
CC(C)OC(=O)c1c(NC(=O)c2cnn3c2NC(c2ccccc2)CC3C(F)F)sc2c1CCCC2 (stereo unspecified)	13	-25	/	5	-9	2	/	/	-12
c1csc(-c2ncc3ccccn23)c1	-12	24	21[fluorescence artefact?]	5	-25	6	6	10	14
COC(=O)c1ccc(NC(=O)CN(c2ccc(C)cc2)S(=O)(=O)c2c(C)nn(C)c2C)cc1	6	-14	-2	10	11	12	-7	-1	-8
CCOC(=O)Cc1csc(SCC(=O)Nc2cc(Cl)ccc2Oc2ccccc2)n1	0	-4	-11	15	-12	-4	-23	5	0
Cc1ccc2c(c1)[nH]c1c(=O)n(CCN3CCCCC3)cnc12	1	-8	-1[fluorescence artefact?]	19	-31	-23	3	-2	-2
O=C(NC1CCSC1=O)c1cccc(C(=O)NC2CCSC2=O)c1 (stereo unspecified)	-4	-5	11[fluorescence artefact?]	1	20	-14	4	6	1
Cc1ccc2c(c1)N(C(C)C(=O)NCCc1ccccc1)C(=O)CO2 (stereo unspecified)	-11	-31	-13	-5	7	-3	3	4	10
Fc1cccc(Cl)c1Cn1nnc(-c2ccc(N3CCOCC3)cc2)n1	4	20	-7	-16	-13	-1	-10	5	0
Cc1c(NC(=O)c2n[nH]c(=O)c3ccccc23)c(=O)n(-c2ccccc2)n1C	0	7	2	2	-4	-7	14	2	2
CCn1c(SCC(=O)Nc2cc(C)c(Cl)cc2OC)nnc1-c1ccco1	4	2	-8	-4	11	6	7	-2	-2
O=C(NC1CCCCCC1)C1c2ccccc2C(=O)N1C1CC1 (stereo unspecified)	-17	-20	-2	14	-26	-51	-7	3	18
CSc1ccccc1C(=O)NCCCOC(C)C	-19	-21	-8	11	6	0	-1	7	19
O=C1CC(NCc2ccncc2)C(=O)N1c1ccc(Cl)cc1 (stereo unspecified)	/	-4	0	18	-17	-15	4	8	/
Cc1cccc(NC(=S)NCc2cccs2)c1C	-4	28	-3	5	1	-22	-3	1	3
C=CCn1c(=O)c2c3c(sc2n2c(Nc4ccc(C(=O)OCC)cc4)nnc12)CCCC3	-2	6	-2	2	-25	-6	-1	-2	4

Four entries from above, reformatted.
SMILES | sEH activator | cytoskel mod | ERb SRC1 inh | VCAM1 TNFa inh | IL1B cytotox | HUVEC tox TNFa | Smad3 FoxH1 inh | Calb biofilm kill | sEH inh
Cc1c(NC(=O)c2n[nH]c(=O)c3ccccc23)c(=O)n(-c2ccccc2)n1C | 0 | 7 | 2 | 2 | -4 | -7 | 14 | 2 | 2
O=C(NC1CCCCCC1)C1c2ccccc2C(=O)N1C1CC1 (stereo unspecified) | -17 | -20 | -2 | 14 | -26 | -51 | -7 | 3 | 18
CCn1c(SCC(=O)Nc2cc(C)c(Cl)cc2OC)nnc1-c1ccco1 | 4 | 2 | -8 | -4 | 11 | 6 | 7 | -2 | -2
C=CCn1c(=O)c2c3c(sc2n2c(Nc4ccc(C(=O)OCC)cc4)nnc12)CCCC3 | -2 | 6 | -2 | 2 | -25 | -6 | -1 | -2 | 4

Next entries:
SMILES	sEH activator	cytoskel mod	ERb SRC1 inh	VCAM1 TNFa inh	IL1B cytotox	HUVEC tox TNFa	Smad3 FoxH1 inh	Calb biofilm kill	sEH inh
CCOC(=O)C1C(=O)OC(C)(C)C1C(C)C(=O)c1ccccc1 (stereo unspecified)	-11	-6	-8	1	-5	15	-13	2	11
CCOC(=O)COn1c(SCC(=O)OCC)nc2ccccc2c1=O	7	-3	-4	11	-22	-17	3	0	-6
Cc1nnc(NC(=O)c2ccc3c(c2)C(=O)N(CCC(C)C)C3=O)s1	-6	21	-13	-1	1	-12	-1	2	6
CCC1CCc2c(c3ccccc3[nH]c2=O)O1 (stereo unspecified)	-11	-14	/	6	-1	-7	/	/	11
COCCCn1c(SCC(=O)NC(C)(C)C)nnc1-c1ccccc1	7	3	7	2	0	-12	-12	0	-8
COCC(C)NC(=O)c1cc(-c2ccc(O)cc2)on1 (stereo unspecified)	6	4	0	-7	-22	-14	5	3	-4
Cc1ccc(C(=O)N(c2ccccc2)C2CC(C)N(C(=O)c3ccco3)c3ccccc32)cc1 (stereo unspecified)	-5	-6	2	13	8	1	6	0	6
CC1(C(=O)CSc2ncn[nH]2)CCC(=O)O1 (stereo unspecified)	33	13	-1	17	9	0	7	1	-31
COC(=O)c1cc(C#N)c(NCc2ccc(Cl)cc2Cl)nc1C	-2	-11	/	4	-27	-11	/	/	5
O=S(=O)(NCCc1csc(-c2ccccc2)n1)c1ccc2c(c1)OCCO2	-5	-13	-4	14	-32	-9	11	1	8

Filtered by structure: those above containing a cyano group
SMILES	sEH activator	cytoskel mod	ERb SRC1 inh	VCAM1 TNFa inh	IL1B cytotox	HUVEC tox TNFa	Smad3 FoxH1 inh	Calb biofilm kill	sEH inh
CCC(CC)C1C(C#N)=C(N)Oc2cc(C)oc(=O)c21 (stereo unspecified)	5	-9	7	4	-42	-2	8	8	-3
Cc1ccc(NC(=O)/C(C#N)=C/c2ccc(Sc3nc(C)cc(C)n3)o2)cc1	3	-16	/	4	-22	5	/	/	-1
N#CC1=C(N)C(C#N)(C#N)C(c2cccnc2)C2CC(c3ccccc3)CC=C12 (stereo unspecified)	4	-31	-2	4	-2	20	5	15	-4
COC(=O)c1cc(C#N)c(NCc2ccc(Cl)cc2Cl)nc1C	-2	-11	/	4	-27	-11	/	/	5

(more compounds)
SMILES	sEH activator	cytoskel mod	ERb SRC1 inh	VCAM1 TNFa inh	IL1B cytotox	HUVEC tox TNFa	Smad3 FoxH1 inh	Calb biofilm kill	sEH inh
Cc1cccc(-n2nnc(C(=O)NCc3ccccn3)c2N)c1	-5	34	-4[fluorescence artefact?]	4	4	-18	9	0	5
CN1CCN(C2=Cc3cc(Cl)ccc3Sc3cc(F)ccc32)CC1	11	-1	-9	-16	26	-15	4	8	-8
CCc1ccc(NCCC(=O)c2ccc(Br)cc2)cc1	0	-10	/	21	-9	-10	/	/	-2
CCSc1nnc(NC(=O)C(C(F)(F)F)C(F)(F)F)s1	10	28	26[fluorescence artefact?]	-2	-52	-8	11	6	-10
Cn1cnnc1SCC(=O)Nc1ccc2c(c1)CCC2	11	12	/	12	-8	-27	/	/	-5
O=C(Cc1cccs1)N(c1ccc(Cl)cc1)C1C=CS(=O)(=O)C1 (stereo unspecified)	-12	/	11[fluorescence artefact?]	11	-43	-5	5	5	12
CC(C)C(=O)NC(NC(=S)NC1CCS(=O)(=O)C1)C(Cl)(Cl)Cl (stereo unspecified)	12	-9	15	4	-18	-21	-19	-3	-9
Cn1c(=O)c2cc(S(=O)(=O)NC(C(=O)NC3CCCCC3)c3ccccc3)ccc2n(C)c1=O (stereo unspecified)	/	-5	/	-20	3	-5	/	/	/
CC1(C)C(=O)Nc2ccccc2N1C(=O)COC(=O)C12CC3CC(CC(O)(C3)C1)C2	3	0	78*[fluorescence artefact?]	-15	4	-20	-12	6	-1
O=C(O)CS(=O)(=O)CC(=O)O	4	1	-5	18	11	-5	1	1	-6
Nc1nc(N2CCCCC2)nc(N2CCCCC2)n1	19	16	-4	-19	3	-8	14	3	-16
CCCn1c(=N)n(CCOCCOCCn2c(=N)n(CCC)c3ccccc32)c2ccccc21	15	12	-3	15	13	-6	-3	1	-12
O=c1oc2ccccc2n1CCc1ccccc1	3	14	0	-1	-10	-20	-6	8	-4
Cc1ccc(Cn2c(SCC(=O)N/N=C/c3ccc(C)o3)nc3ccccc32)cc1	4	5	/	-9	6	-5	/	/	-4

Only Smad3 FoxH1 inh, Calb biofilm kill and IL1B cytotox, for some of the entries so far:
| mol | Smad3 FoxH1 inh | Calb biofilm kill | IL1B cytotox |
| --- | --- | --- | --- |
| O=C1CC(NCc2ccncc2)C(=O)N1c1ccc(Cl)cc1 (stereo unspecified) | 4 | 8 | -17 |
| Cc1cccc(NC(=S)NCc2cccs2)c1C | -3 | 1 | 1 |
| C=CCn1c(=O)c2c3c(sc2n2c(Nc4ccc(C(=O)OCC)cc4)nnc12)CCCC3 | -1 | -2 | -25 |
| CCOC(=O)C1C(=O)OC(C)(C)C1C(C)C(=O)c1ccccc1 (stereo unspecified) | -13 | 2 | -5 |
| CCOC(=O)COn1c(SCC(=O)OCC)nc2ccccc2c1=O | 3 | 0 | -22 |

Bioassay records as filed in PubChem BioAssay.
